Screening results as filed in PubChem BioAssay.
NPY-Y1 antag: blocks the human neuropeptide Y Y1 receptor; inhibition, % at 3.6 µM; P25929; actives 1% (n = 200,000); AID 1040; HEK293-CNG Y1 cells, membrane potential fluorescence; NPY at EC95, then isoproterenol;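 active = inhibition above the campaign mean inhibition of all tested compounds plus 3 SD, cut at about 20% in these data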;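 also: 0% = DMSO wells given NPY plus isoproterenol and 100% = isoproterenol alone without NPY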
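Material: HEK293 Y1/CNG channel cell line | Also added: NPY (25 nM), isoproterenol (1 µM), Ro 20-1724 (25 µM) | Compound: One concentration, 3.6 µM, in 0.4% DMSO | Schedule: 3 h dye uptake, 1 h room-temperature compound, 45 min post-isoproterenol | Signal: Membrane-potential fluorescent dye readout | Read-out: % inhibition of NPY effect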
Runt-SMMHC FRET: Runt domain-CBFb-SMMHC interaction inhibition. actives 0.74% (n = 220,000). Cerulean-Runt/Venus-CBFb-SMMHC FRET ratio 530/480, 1 h. inhibition, % at 20 µM. Q01196+Q13951;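 active = mean inhibition across duplicate retests at 20 µM reaching about 50%, limit read from the data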;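 also: 0% = DMSO wells and 100% = wells with excess untagged CBFb-SMMHC; inhibitors lower the FRET ratio by blocking Runt binding to CBFb-SMMHC; some results filed as inactive read as strong as hits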
Target sequence (Q01196 whole entry, looked up, the tested form may be a part): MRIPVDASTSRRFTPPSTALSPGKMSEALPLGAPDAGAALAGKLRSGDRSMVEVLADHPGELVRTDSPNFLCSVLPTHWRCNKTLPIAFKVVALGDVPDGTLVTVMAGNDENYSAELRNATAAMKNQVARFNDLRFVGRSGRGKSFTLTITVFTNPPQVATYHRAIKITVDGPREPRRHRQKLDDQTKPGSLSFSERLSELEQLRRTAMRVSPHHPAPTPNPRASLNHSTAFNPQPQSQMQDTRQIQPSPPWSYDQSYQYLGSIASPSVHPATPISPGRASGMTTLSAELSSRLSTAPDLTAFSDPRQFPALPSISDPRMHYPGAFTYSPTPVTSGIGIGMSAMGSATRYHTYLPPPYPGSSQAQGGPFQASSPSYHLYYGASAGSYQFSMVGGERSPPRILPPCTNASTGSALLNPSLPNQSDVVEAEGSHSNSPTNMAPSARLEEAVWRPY
Target sequence (Q13951 whole entry, looked up, the tested form may be a part): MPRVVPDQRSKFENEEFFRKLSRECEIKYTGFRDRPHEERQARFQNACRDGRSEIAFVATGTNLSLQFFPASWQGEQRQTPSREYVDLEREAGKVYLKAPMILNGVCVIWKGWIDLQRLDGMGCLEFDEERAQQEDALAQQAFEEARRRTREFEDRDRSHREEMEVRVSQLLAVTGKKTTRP
MDM2 E3 inh: Mdm2 E3 ligase (human) inhibition | Q00987 | cell-based MDM2 ubiquitination luciferase reporter, 2 h; 0 = plate control, 100 = twice control, blank-subtracted | signal enhancement, % at 5 µM | actives 0.11% (n = 210,000);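 active = signal enhancement of 30% or more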;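 also: luminescence tracks abundance of the self-degrading MDM2-luciferase fusion protein; higher signal means inhibition of MDM2 E3 ligase activity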
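Material: stable MDM2–luciferase fusion reporter cells / Quantity: 2000 cells/well / Dosing: single 5 µM compound dose, 0.2% final DMSO / Buffer or medium: DMEM / Schedule: 4 h cell settling then 2 h compound exposure, 37 °C / Detection: luminescence with SteadyLite reagent, 15 min at room temperature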
Runt-CBFb FRET: inhibitors of human RUNX1 Runt domain binding to CBFb; Q01196+Q13951; Cerulean-Runt/Venus-CBFb FRET ratio 530/480, 1 h; inhibition, % at 20 µM; actives 0.46% (n = 220,000); AID 1496;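 active = inhibition over about 50% at 20 µM in the single-dose screen, limit read from the data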;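 also: 0% = DMSO wells and 100% = excess unlabeled CBFb competitor control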
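Measured by: fluorescence energy transfer, 422 nm excitation, 530/480 nm emission; Assay system: Cerulean-Runt domain; Medium: Tris pH 7.5 buffer with BSA; Measure: loss of energy transfer signal; Controls: 5 µM unlabeled CBFb as full-inhibition high control; Incubation: protein complex preformed 1 h, compound exposure 1 h, room temperature, dark.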
NPY2 pot ag: human NPY-Y2 potentiation or agonism, primary screen | actives 0.45% (n = 220,000) | activation, % at 3.6 µM | AID 1359 | P49146 | cells expressing NPY-Y2, potentiator/agonist read-out; in the data active = activation above about 27%;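 also: cells stimulated with NPY near EC25 plus isoproterenol at EC100; 0% = vehicle plus submaximal agonist and 100% = vehicle plus saturating agonist; some results beyond the cut were filed as inactive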
p97 ATPase inh: inhibitors of human p97 ATPase | P55072 | recombinant p97 ATPase, Kinase-Glo ATP luminescence, 3 h | inhibition, % at 8 µM | actives 0.42% (n = 220,000) | AID 1481; in the data active = inhibition above about 15%;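 also: 0% = DMSO vehicle and 100% = wells lacking enzyme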
RBBP9 inhibitor: human RBBP9 hydrolase inhibition; O75884; recombinant RBBP9, FP-Rh probe fluorescence polarization; inhibition, % at 7.94 µM; actives 0.2% (n = 220,000); AID 1515;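 active = inhibition above the campaign mean of all tested compounds plus 3 SD, cut at about 14% in these data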;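 also: plate controls were DMSO wells with RBBP9 for no effect and wells lacking RBBP9 protein for full effect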
Target sequence (O75884 whole entry, looked up): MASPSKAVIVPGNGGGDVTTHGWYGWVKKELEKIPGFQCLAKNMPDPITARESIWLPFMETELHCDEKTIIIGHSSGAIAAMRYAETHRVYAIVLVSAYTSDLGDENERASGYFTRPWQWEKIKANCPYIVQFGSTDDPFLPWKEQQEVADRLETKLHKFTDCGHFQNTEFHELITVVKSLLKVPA
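system = RBBP9 protein | input = RBBP9 at 2.5 µM in dispensed solution, before mixing | measured by = fluorescence polarization (mP), excitation 525 nm, emission 598 nm | incubation = enzyme-compound preincubation 30 min, then probe labeling 45 min, 25 °C | buffer or medium = Tris-NaCl-Pluronic buffer, pH 8.0 | compound = single dose 7.94 µM | also added = FP-Rh probe, 375 nM dispensing solution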
Hck-Nef inh: blocks Nef-activated human Hck kinase; inhibition, % at 20 µM; actives 0.68% (n = 220,000); Recombinant Hck-YEEI plus Nef, Z-Lyte FRET kinase assay; P08631;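 active = Hck-Nef kinase inhibition above about 50%, limit read from the data; inactive = inhibition below that limit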;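 also: 0% = DMSO with Hck plus Nef and 100% = Hck alone without Nef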
NPY1 pot ag: potentiates or activates human NPY-Y1 receptor. P25929. NPY-Y1 expressing cells, potentiator/agonist activation. activation, % at 3.6 µM. actives 0.37% (n = 220,000). AID 1304; in the data active = activation above about 33%, passing the limit was not always enough;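 also: cells stimulated with NPY at EC10 then isoproterenol at EC100; 0% = low agonist plus stimulus and 100% = saturating agonist plus stimulus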
Active calls of the source: *; / = no result given.

SMILES	NPY-Y1 antag	Runt-SMMHC FRET	MDM2 E3 inh	Runt-CBFb FRET	NPY2 pot ag	p97 ATPase inh	RBBP9 inhibitor	Hck-Nef inh	NPY1 pot ag
CCOC(=O)Cc1csc(NC(=O)COc2c(C)cccc2C)n1	0.7	38.4	-13.6	-1.0	2.3	1.3	0.6	23.9	3.9
N#Cc1ccc(-c2csc(NNC(=O)c3ccc(Br)cc3)n2)cc1	-6.8	-11.7	-14.0	-0.7	-25.1	4.3	-4.4	2.0	3.8
Cc1ncc(C[n+]2csc(C)c2C)c(N)n1	3.5	-3.1	-5.3	-0.3	3.0	3.2	-0.7	20.0	-6.8
COc1cc(/C=N/n2cc(-c3ccccc3)[nH]c2=S)cc(OC)c1O	/	49.5	-14.1	21.1	-6.2	5.0	13.6	-70.9	15.2
COc1ccccc1NC(=O)c1ccccc1SC	4.5	-0.8	-13.1	0.8	-12.9	-0.3	2.4	0.8	-10.9
Cc1cc(C)c(C#N)c(Oc2ccc(O)cc2)n1	1.8	3.0	-1.3	1.7	9.9	2.2	-2.8	-0.2	-2.3
C=CCn1c(=NC(=O)c2cccs2)sc2cccc(OC)c21	/	0.6	-8.6	-0.6	-75.5	-9.4	-13.7	7.3	-51.2
O=C(NCC1CC1)C1CCCN(S(=O)(=O)c2ccc(-n3cnnn3)cc2)C1 (configuration not stated)	0.5	-0.3	1.8	4.0	9.4	1.5	0.2	1.4	9.7
COc1ccc(C2NN=C(c3ccc(C)cc3)S2)cc1OC (configuration not stated)	13.8	-2.5	16.7	-3.7	-3.4	4.2	10.8	25.8	6.3
Cc1nnc(SC(C)C(=O)Nc2ccc(S(=O)(=O)NC3CCCCC3)cc2)s1 (configuration not stated)	-7.4	3.7	/	-2.2	2.8	-9.6	-14.8	-11.2	-2.4
Cc1ccc(-c2cn(S(=O)(=O)c3ccc(C)cc3)nc2N)cc1	-1.0	-3.9	-10.8	-2.9	-3.6	-1.6	-12.2	0.7	8.2
O=c1[nH]c2cc(Cl)cc(Cl)c2[nH]c1=O	-4.9	-2.0	-13.0	-1.6	6.5	5.2	-2.4	-1.1	9.7
O=C(c1ccc(Oc2cc(Cl)cc(Cl)c2)o1)N1CCCCC1	/	-2.5	-1.5	-3.4	-10.7	-3.3	-6.8	6.7	0.7
CC(C)c1nnc(NC(=O)CCC(=O)NC2CCCc3ccccc32)s1 (configuration not stated)	4.8	1.6	-16.3	0.1	2.6	-0.9	-8.9	-0.1	13.9
CC(O)CNCCNCc1c(OCc2ccccc2)ccc2ccccc12 (configuration not stated)	95.8*	5.1	-13.1	-0.4	-40.7	-3.7	-8.9	0.0	-116.0
C[C@@H]1CN(Cc2nc(Cc3ccccc3F)no2)C[C@H](C)O1	1.9	0.1	-10.3	-0.7	-10.6	0.8	-5.1	-4.1	-15.1
COc1ccc(-c2cc3nc(C)n(N)c(=O)c3s2)cc1	/	-0.8	-88.4	-1.9	2.4	-80.7	-7.3	21.3	-9.1
Cc1cccc2cc(CN(Cc3cccnc3)C(=S)NCCCN(C)C)c(=O)[nH]c12	1.3	/	-9.1	/	-6.5	4.4	-8.9	14.7	7.3
COc1ccc(-c2csc(C3=C(O)CN(Cc4ccc(S(N)(=O)=O)cc4)C3=N)n2)cc1OC	-3.4	4.8	11.9	-0.1	-7.3	7.3	-7.2	2.6	6.7
COc1ccc(/C=C/C(=O)C2CC2)cc1COc1c(C)cccc1C	8.3	0.0	-4.0	-1.2	-14.8	0.3	3.3	23.3	-2.3
COc1ccc(C(=O)Nc2ccc(S(=O)(=O)N3CCCCC3)cc2)cc1OC	6.8	0.7	-7.3	-4.2	5.9	2.3	3.5	-7.5	9.8
CN1CCOc2cc(S(=O)(=O)Nc3ccc(F)cc3)ccc21	-1.8	0.3	-19.1	-1.9	14.6	-1.4	-6.8	2.0	28.4
Cc1ccc(SCC(=O)Nc2ccccc2C(=O)N2CCOCC2)cc1	8.5	3.0	-8.8	0.0	-12.1	3.7	-3.1	0.6	3.1
COc1ccc(-n2c(SC)nc(O)cc2=O)cc1	4.2	-2.4	1.7	-2.0	-1.6	-1.9	3.1	-1.5	5.6
Cc1cc(C)c2nc(Cl)c(Cl)nc2c1	/	2.1	-8.7	-0.5	-9.2	5.8	0.6	3.5	11.0
COc1cc(NS(=O)(=O)c2ccc(NC(=O)CSC3=NCCS3)cc2)nc(OC)n1	4.3	-0.2	-12.1	-0.4	-5.0	-0.1	-7.4	0.4	6.3
C=CCn1c(=O)c2ccccc2n2c(SCc3nc4ccccc4s3)nnc12	-0.4	-0.9	-6.9	1.2	-13.2	-2.3	-1.4	-0.1	-35.9
NC(=O)CSc1nnc(-c2ccco2)n1N	5.4	-2.9	0.9	1.5	-4.9	4.0	2.6	-2.0	6.2
CCOC(=O)Nc1ccc(C)cc1C	-1.4	1.9	-24.2	2.4	-11.5	0.9	-10.9	-16.0	-9.6
COc1ccc(/C=C2\C(=O)NCC(=O)N2Cc2ccccc2)cc1	8.1	2.6	-12.8	1.2	-13.1	0.6	-3.8	-0.6	2.1
Cc1ccccc1C(=O)NC1CCSC1=O (configuration not stated)	/	-1.9	/	0.7	-15.2	0.3	-1.1	7.0	-1.6
CNC(=O)Cn1c(=O)n(C)c2ccccc21	8.5	3.3	-17.6	1.3	-7.4	-1.5	-5.1	-1.2	-0.9
Cc1scc(C(=O)N/N=C/c2ccco2)c1C	4.1	1.2	-7.0	1.6	-0.1	2.5	-7.2	-0.7	2.8
Cc1ccc(SCc2noc(C(=O)NC(C)C)c2C(=O)O)cc1C	7.5	3.9	-12.2	0.1	-30.8	3.5	-3.5	0.9	-25.2
O=C(Nc1nccs1)NC1CCCCC1	6.2	-2.4	-14.4	0.5	4.5	2.7	-4.2	2.2	-7.9
O=C(NCCc1ccccc1)C1CCN(c2ncccn2)CC1	-0.7	0.6	-12.5	-2.1	-6.7	2.5	9.0	7.0	-6.2
O=c1c(-c2ccc3c(c2)OCCO3)coc2c(CN3CCOCC3)c(O)ccc12	-8.7	-2.9	3.6	-1.6	6.7	2.1	3.0	1.9	-14.4
CCC(CC)C(=O)NCCc1cc2ccc(C)cc2[nH]c1=O	-0.8	1.4	-16.0	1.5	8.9	0.9	-2.5	20.3	-9.8
Cc1ccc(OCCN2C(=O)c3ccccc3C2=O)c([N+](=O)[O-])c1	1.9	0.4	2.0	-0.6	-6.2	0.7	-6.4	1.8	-26.4
CCNC(=S)N(Cc1cc2cc(C)cc(C)c2[nH]c1=O)C1CCCC1	2.8	2.8	-1.1	33.7	5.4	4.8	-7.4	2.7	-22.6
Cc1cc(SCC(=O)c2cccs2)nc2ccccc12	8.8	-2.8	7.6	1.8	-3.9	4.6	-1.4	4.8	-21.9
O=C(c1ccco1)n1nc(-c2ccccc2)nc1NCc1ccco1	1.4	-1.1	-13.0	0.4	-7.1	-1.2	-9.0	6.7	0.4
O=c1c(O[C@@H]2O[C@H](CO)[C@H](O)[C@H](O)[C@H]2O)c(-c2ccc(O)c(O)c2)oc2cc(O)cc(O)c12	-3.0	-5.5	/	3.0	-0.9	-4.5	-19.6	/	-1.2
C=CC(=O)Nc1ccc(Br)cc1	-1.9	1.8	-4.9	0.8	1.5	4.9	-1.2	-0.9	24.9
C1CCc2nnc(C3CC3)n2CC1	3.9	1.6	6.6	-0.1	-15.3	-0.3	1.0	5.0	-0.6
Cc1cc(C)c(C#N)c(=N)o1	-6.5	16.3	-22.6	28.6	2.8	9.8	5.0	1.4	0.0
CCOc1ccc2c(c1)S/C(=C\c1cccs1)C(=O)N2	/	-83.9	/	-20.6	-10.4	-3.2	-8.2	7.0	8.4
CN(CCNC(=O)Cn1c(=O)sc2ccccc21)Cc1ccccc1	/	5.2	-1.7	-0.3	/	/	/	0.6	/
Cc1cc(N2CCN(c3ccccc3)CC2)nc(-c2ccccc2)n1	13.6	-6.2	-6.2	-0.5	-8.0	-2.1	-0.9	-0.5	-27.4
O=C(Nc1nnc(C2=COCCO2)o1)c1ccc(Cl)cc1	8.8	-1.5	-4.6	4.0	6.4	4.4	-8.2	1.9	-11.9

More compounds follow:
SMILES	NPY-Y1 antag	Runt-SMMHC FRET	MDM2 E3 inh	Runt-CBFb FRET	NPY2 pot ag	p97 ATPase inh	RBBP9 inhibitor	Hck-Nef inh	NPY1 pot ag
Cc1cc(C(=O)O)ccc1N/C=C1\CCCC(C)C1=O (configuration not stated)	-2.8	6.6	-50.4	3.6	-2.4	3.2	0.3	-0.9	9.4
CCOc1ccccc1/C=N\Nc1cnn(Cc2ccccc2)c(=O)c1Cl	1.3	-5.6	-6.8	/	6.0	-3.5	-6.8	20.9	-5.9
O=C(CCc1ccccc1)Nc1ccccc1[N+](=O)[O-]	3.1	-0.8	-4.8	0.0	1.4	3.2	-2.9	0.0	-1.4
Cc1ccc(-c2csc(NC(=O)COc3ccc(N(C)S(=O)(=O)c4ccc(C)cc4)cc3)n2)cc1	5.7	-1.3	-2.3	2.8	-5.0	-4.8	-4.9	0.5	-31.2
CCOC(=O)c1cccc(S(=O)(=O)N(CCO)Cc2cc3cc(OC)c(OC)cc3[nH]c2=O)c1	2.0	0.1	-2.2	-0.5	3.9	1.0	-4.2	-1.2	-1.3
NCCCCC(NC(=O)C1CCCN1C(=O)C1CSSCC(N)C(=O)NC(Cc2ccc(O)cc2)C(=O)NC(Cc2ccccc2)C(=O)NC(CCC(N)=O)C(=O)NC(CC(N)=O)C(=O)N1)C(=O)NCC(N)=O (configuration not stated)	-3.8	2.4	7.5	2.1	1.9	4.3	-3.4	-1.3	-10.0
Cc1ccc(SCCC(=O)NC(C(C)C)C(C)C)cc1	1.2	2.4	-5.0	-4.7	-14.1	-2.8	0.7	2.9	-16.8
CCN(c1cccc(C)c1)C(C(=O)Nc1ccc(OC)cc1)c1cc2c(cc1[N+](=O)[O-])OCO2 (configuration not stated)	0.1	2.8	-13.4	9.1	15.0	7.9	-4.6	2.9	17.0
